Assay outcomes as filed in PubChem BioAssay.
GSH bead fluor = compound fluoresces at 488/530 nm on GSH beads. GSH beads flow cytometry, compound fluorescence 488/530 nm; active compounds read high. fluorescence (KMESF) at 10 µM. 190,000 tested, 0.25% active. AID 1776; in the data active means fluorescence above about 89;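 further: glutathione beads carrying GST-tagged Bcl family fusion proteins plus one bare bead set; values are compound well signal with DMSO vehicle wells as background; inactives centre near 16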
RGS7-Gao reg = regulators of human RGS7-Galphao interaction. P09471. Multiplexed bead flow cytometry, RGS7-Galphao binding; actives lie on both sides. binding response (% of control), % at 10 µM. 220,000 tested, 0.35% active. AID 1439; in the data active means binding response below about 49% or above about 150%; inconclusive means no clear call, values can overlap the other calls; inactive means in between;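 further: fluorescent Galphao held in activated GDP-AlF4 state binding bead-coupled RGS7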
Target sequence (P09471 whole entry, looked up): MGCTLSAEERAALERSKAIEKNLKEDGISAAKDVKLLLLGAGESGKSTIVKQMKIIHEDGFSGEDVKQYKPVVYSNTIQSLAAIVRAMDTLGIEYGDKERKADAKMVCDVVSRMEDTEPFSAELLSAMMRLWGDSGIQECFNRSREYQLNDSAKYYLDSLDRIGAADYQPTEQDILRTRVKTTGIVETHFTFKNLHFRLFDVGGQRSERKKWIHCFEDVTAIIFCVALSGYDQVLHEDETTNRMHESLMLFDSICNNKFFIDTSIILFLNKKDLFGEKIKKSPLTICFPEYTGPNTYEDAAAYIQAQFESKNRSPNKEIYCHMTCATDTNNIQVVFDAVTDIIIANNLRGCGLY
RGS4-Gao reg = human RGS4-Galphao interaction regulation | P09471 | Multiplexed bead flow cytometry, RGS4-Galphao binding; actives lie on both sides | binding response (% of control), % at 10 µM | 220,000 tested, 0.33% active; in the data active means binding response below about 49% or above about 150%; inactive means in between;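 further: fluorescent Galphao activated with aluminum fluoride binding bead-coupled RGS4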
Bim-Bcl-B = human Bim-Bcl-B interaction inhibition | bead-based flow cytometry, Bim peptide-Bcl-B binding | inhibition, % at 10 µM | 190,000 tested, 0.073% active;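 further: 0% = tracer peptide without compound and 100% = reference inhibitor peptide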
Target sequence (Q9HD36 whole entry, looked up): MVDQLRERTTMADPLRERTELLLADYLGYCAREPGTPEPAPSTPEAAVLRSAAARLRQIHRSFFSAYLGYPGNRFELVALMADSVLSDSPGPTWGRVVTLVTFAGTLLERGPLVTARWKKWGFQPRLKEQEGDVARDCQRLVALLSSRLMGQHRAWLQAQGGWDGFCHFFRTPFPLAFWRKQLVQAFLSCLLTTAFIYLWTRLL
Bcl-W Bim block = disrupts Bim peptide binding to human Bcl-W; bead-based flow cytometry; 190,000 tested, 0.02% active; Q92843; inhibition, % at 10 µM;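 further: 0% = bound tracer without compound and 100% = peptide blocker; higher means less fluorescent Bim peptide bound to Bcl-W beads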
Target sequence (Q92843 whole entry, looked up): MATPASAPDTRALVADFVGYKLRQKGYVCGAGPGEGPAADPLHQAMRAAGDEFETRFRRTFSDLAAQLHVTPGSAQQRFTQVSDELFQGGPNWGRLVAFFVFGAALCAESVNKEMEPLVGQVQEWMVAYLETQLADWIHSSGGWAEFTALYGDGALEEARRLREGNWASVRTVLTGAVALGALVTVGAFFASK
Bfl-1 Bim block = human Bim-Bfl-1 interaction inhibition; Q16548; Bead-based flow cytometry, Bim-Bfl-1 binding inhibition; inhibition, % at 10 µM; 190,000 tested, 0.12% active; AID 1008;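 further: 0% = wells without compound plus tracer and 100% = blocker peptide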
Bcl-2 Bim block = inhibitors of Bim-Bcl-2 interaction, human. P10415. Bead-based flow cytometry, Bim peptide-Bcl-2 binding. inhibition, % at 10 µM. 190,000 tested, 0.06% active. AID 950; in the data active means inhibition above about 40%; inconclusive means no clear call, values can overlap the other calls;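 further: 0% = no compound wells with probe peptide and 100% = reference peptide inhibitor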
Target sequence (P10415 whole entry, looked up): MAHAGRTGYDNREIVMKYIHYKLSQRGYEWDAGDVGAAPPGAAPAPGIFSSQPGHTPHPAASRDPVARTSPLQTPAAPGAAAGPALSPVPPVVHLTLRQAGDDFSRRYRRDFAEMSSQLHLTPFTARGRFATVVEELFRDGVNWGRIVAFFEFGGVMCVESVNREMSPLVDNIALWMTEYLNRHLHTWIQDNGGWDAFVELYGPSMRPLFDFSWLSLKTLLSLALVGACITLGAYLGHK
ABCB1 block = blocks JC-1 efflux by human ABCB1 transporter; CCRF-Adr cells, flow cytometry; inhibition, % at 6.6 µM; AID 1326; 190,000 tested, 0.067% active; in the data active means inhibition above about 40%;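 further: 0% = vehicle and 100% = reference inhibitor; higher value means more JC-1 retained so stronger ABCB1 efflux block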
ABCG2 block = inhibitors of human ABCG2 transporter, ABCB1 counter-screen; Q9UNQ0; IgMXP3 cells, JC-1 efflux, flow cytometry; inhibition, % at 6.6 µM; 190,000 tested, 0.1% active; AID 1325;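 active means inhibition above 80%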;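 further: 0% = DMSO and 100% = nicardipine control wells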
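Times: 10 min at 25 °C | Test system: Two drug-resistant human cell lines, ABCG2 and ABCB1 | Quantity: 3 million cells/mL final, two lines in 1:1 ratio | Signal: Flow cytometry, 530 nm JC-1 signal | Dosing: Compound at 6.6 µM | Controls: Nicardipine and DMSO wells | Reagent: JC-1 as fluorescent efflux pump substrate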
RGS8-Gao reg = regulators of human RGS8-Galphao interaction | multiplexed bead flow cytometry, RGS8-Galphao binding; actives lie on both sides | P09471 | response (percent of control binding), % at 10 µM | 220,000 tested, 0.34% active | AID 1423; in the data active means response below about 60% or above about 140%; inactive means in between;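 further: Galphao activated as the GDP aluminium fluoride complex binding bead-coupled RGS8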
Bim-Bcl-XL = human Bim-Bcl-XL interaction inhibition | Q07817 | Bim peptide-Bcl-XL binding, bead flow cytometry, fluorescence | inhibition, % at 10 µM | 190,000 tested, 0.04% active
Numbers without * were called inactive. Unless noted, no stated cut-off is given here; in the data, active means inhibition above about 40%. Random draw from the library; overall some 1.1% were active at least once.

Screening CCOC(=O)c1c(NC(=O)CN2CCCc3ccccc32)sc(C(C)=O)c1C returned GSH bead fluor 14, RGS7-Gao reg 101, RGS4-Gao reg 103, Bim-Bcl-B -6, Bcl-W Bim block -5, Bfl-1 Bim block -3, Bcl-2 Bim block -7, ABCB1 block 2.9, ABCG2 block 35, RGS8-Gao reg 99 and Bim-Bcl-XL -6.
For COc1ccc(Oc2c(-c3ccc(O)cc3O)n[nH]c2C)cc1 the results were GSH bead fluor 54, RGS7-Gao reg 89, RGS4-Gao reg 95, Bim-Bcl-B -4, Bcl-W Bim block 1, Bfl-1 Bim block -12, Bcl-2 Bim block -8, ABCB1 block -0.1, ABCG2 block 0, RGS8-Gao reg 100 and Bim-Bcl-XL 3.
O=C(Nc1ccccc1N1CCCCC1)c1ccc(Cl)c([N+](=O)[O-])c1 was read as GSH bead fluor 13, RGS7-Gao reg inconclusive, RGS4-Gao reg 100, Bim-Bcl-B -2, Bcl-W Bim block 1, Bfl-1 Bim block -3, Bcl-2 Bim block -2, ABCB1 block 0.7, ABCG2 block 7, RGS8-Gao reg 100 and Bim-Bcl-XL 0.
For CCCCNc1c2c3c(cccc3n(C)c1=O)C(=O)c1ccccc1-2 the results were GSH bead fluor 22, RGS7-Gao reg 104, RGS4-Gao reg 102, Bim-Bcl-B -17, Bcl-W Bim block 0, Bfl-1 Bim block -16, Bcl-2 Bim block -4, ABCB1 block 66*, ABCG2 block 142*, RGS8-Gao reg 101 and Bim-Bcl-XL -2.
`O=S(=O)(NCc1ccccc1)c1cccc2cccnc12` gave GSH bead fluor 76, RGS7-Gao reg 101, RGS4-Gao reg 101, Bim-Bcl-B -1, Bcl-W Bim block -2, Bfl-1 Bim block -7, Bcl-2 Bim block -3, ABCB1 block 0.2, ABCG2 block 2, RGS8-Gao reg 104 and Bim-Bcl-XL -2.
CCn1c(=O)c(=O)[nH]c2cc(C(=O)Nc3ccc(S(=O)(=O)N4CCCC4)cc3)ccc21 was read as GSH bead fluor 7, RGS7-Gao reg 100, RGS4-Gao reg 94, Bim-Bcl-B 3, Bcl-W Bim block 0, Bfl-1 Bim block 0, Bcl-2 Bim block 2, ABCB1 block 0.2, ABCG2 block 1, RGS8-Gao reg 95 and Bim-Bcl-XL 1.
O=C(NC(=O)N1CCN(c2ccc(F)cc2)CC1)c1ccccc1 was read as GSH bead fluor 13, RGS7-Gao reg 102, RGS4-Gao reg 103, Bim-Bcl-B -4, Bcl-W Bim block -3, Bfl-1 Bim block -2, Bcl-2 Bim block -4, ABCB1 block 1.0, ABCG2 block 7, RGS8-Gao reg 102 and Bim-Bcl-XL -4.
For Cc1c(Cl)c(C(F)F)nn1CC(=O)NC1C(=O)N2C(C(=O)O)=C(CSc3nnnn3C)CSC12 (configuration not stated) the results were GSH bead fluor 9, RGS7-Gao reg 105, RGS4-Gao reg 103, Bim-Bcl-B -10, Bcl-W Bim block 1, Bfl-1 Bim block 0, Bcl-2 Bim block 1, ABCB1 block -0.5, ABCG2 block -2, RGS8-Gao reg 98 and Bim-Bcl-XL -5.
`CC(C)Cc1n[nH]c(=O)[nH]1` gave GSH bead fluor 45, RGS7-Gao reg 102, RGS4-Gao reg 98, Bim-Bcl-B -5, Bcl-W Bim block 3, Bfl-1 Bim block -12, Bcl-2 Bim block -6, ABCB1 block 0.3, ABCG2 block 1, RGS8-Gao reg 99 and Bim-Bcl-XL 1.
For CC1Cc2ccccc2N1C(=O)COC(=O)c1ccc(Cl)nc1 (configuration not stated) the results were GSH bead fluor 11, RGS7-Gao reg 100, RGS4-Gao reg 100, Bim-Bcl-B -3, Bcl-W Bim block 2, Bfl-1 Bim block -5, Bcl-2 Bim block 0, ABCB1 block -0.4, ABCG2 block 0, RGS8-Gao reg 100 and Bim-Bcl-XL -1.
c1cncc(-c2nnc(-c3cccnc3)nn2)c1 was read as GSH bead fluor 15, RGS7-Gao reg 134, RGS4-Gao reg 103, Bim-Bcl-B -26, Bcl-W Bim block 0, Bfl-1 Bim block 12, Bcl-2 Bim block -7, ABCB1 block 0.2, ABCG2 block 5, RGS8-Gao reg 91 and Bim-Bcl-XL -10.
CC(C)CCNC(=O)C(NS(=O)(=O)c1ccc2c(c1)c(=O)n(C)c(=O)n2C)c1ccccc1 (configuration not stated) was read as GSH bead fluor 13, RGS7-Gao reg 101, RGS4-Gao reg 100, Bim-Bcl-B -4, Bcl-W Bim block -1, Bfl-1 Bim block -10, Bcl-2 Bim block -9, ABCB1 block 0.6, ABCG2 block 4, RGS8-Gao reg 100 and Bim-Bcl-XL 0.
For O=C(CSC1=NCCS1)Nc1ccc(S(=O)(=O)NC2CCCCC2)cc1 the results were GSH bead fluor 19, RGS7-Gao reg 98, RGS4-Gao reg 98, Bim-Bcl-B -4, Bcl-W Bim block -2, Bfl-1 Bim block -2, Bcl-2 Bim block -2, ABCB1 block 0.3, ABCG2 block 2, RGS8-Gao reg 100 and Bim-Bcl-XL -3.
For CCC(CC)NC(=O)/C=C/c1cccc([N+](=O)[O-])c1 the results were GSH bead fluor 4, RGS7-Gao reg 107, RGS4-Gao reg 103, Bim-Bcl-B -4, Bcl-W Bim block -4, Bfl-1 Bim block 0, Bcl-2 Bim block 2, ABCB1 block 0.5, ABCG2 block 19, RGS8-Gao reg 103 and Bim-Bcl-XL -3.
Screening Cc1ccc(CN2CC(C(=O)Nc3cc(S(C)(=O)=O)ccc3Cl)CC2=O)cc1 (configuration not stated) returned GSH bead fluor 21, RGS7-Gao reg 99, RGS4-Gao reg 101, Bim-Bcl-B -12, Bcl-W Bim block -3, Bfl-1 Bim block -17, Bcl-2 Bim block -5, ABCB1 block 0.6, ABCG2 block 4, RGS8-Gao reg 103 and Bim-Bcl-XL -10.
O=C(c1cccs1)N1CCN(C(=O)N2CCOCC2)CC1 was read as GSH bead fluor 32, RGS7-Gao reg 96, RGS4-Gao reg 94, Bim-Bcl-B -9, Bcl-W Bim block -4, Bfl-1 Bim block -13, Bcl-2 Bim block -9, ABCB1 block 0.3, ABCG2 block 2, RGS8-Gao reg 101 and Bim-Bcl-XL -6.
For Fc1ccc(Nc2nc(-c3ccncc3)nc3ccccc23)cc1F the results were GSH bead fluor 9, RGS7-Gao reg 103, RGS4-Gao reg 104, Bim-Bcl-B -8, Bcl-W Bim block -8, Bfl-1 Bim block -3, Bcl-2 Bim block -2, ABCB1 block 0.4, ABCG2 block 23, RGS8-Gao reg 104 and Bim-Bcl-XL -9.
`CC1(C)CC(=O)C2=C(C1)N(c1ccc(F)cc1)C(=O)C2(NC(=O)c1ccccc1F)C(F)(F)F` (configuration not stated) gave GSH bead fluor 12, RGS7-Gao reg 104, RGS4-Gao reg 104, Bim-Bcl-B -5, Bcl-W Bim block -3, Bfl-1 Bim block 1, Bcl-2 Bim block -1, ABCB1 block 2.0, ABCG2 block 4, RGS8-Gao reg 101 and Bim-Bcl-XL -4.
`O=c1nc2n(c3cc(Cl)c(S(=O)(=O)N4CCOCC4)cc13)CCCCC2` gave GSH bead fluor 26, RGS7-Gao reg 100, RGS4-Gao reg 100, Bim-Bcl-B -10, Bcl-W Bim block -2, Bfl-1 Bim block -15, Bcl-2 Bim block -6, ABCB1 block -1.0, ABCG2 block 12, RGS8-Gao reg 101 and Bim-Bcl-XL -7.
CSc1nsc(SC)c1C(=O)Nc1ccc(C)cc1 was read as GSH bead fluor 19, RGS7-Gao reg 109, RGS4-Gao reg 108, Bim-Bcl-B -3, Bcl-W Bim block -2, Bfl-1 Bim block 0, Bcl-2 Bim block 0, ABCB1 block 0.2, ABCG2 block 1, RGS8-Gao reg 107 and Bim-Bcl-XL -1.
`Cc1cc(OCc2nc(-c3ccncc3)no2)cc(C)c1Cl` gave GSH bead fluor 17, RGS7-Gao reg 94, RGS4-Gao reg 96, Bim-Bcl-B 2, Bcl-W Bim block 0, Bfl-1 Bim block 0, Bcl-2 Bim block -2, ABCB1 block 1.0, ABCG2 block 6, RGS8-Gao reg 85 and Bim-Bcl-XL 0.
CCC(C)(NC(=O)CNC(C)=O)C(=O)NC1CCCCC1 (configuration not stated) was read as GSH bead fluor 10, RGS7-Gao reg 103, RGS4-Gao reg 98, Bim-Bcl-B 0, Bcl-W Bim block -1, Bfl-1 Bim block -1, Bcl-2 Bim block 0, ABCB1 block 0.2, ABCG2 block 1, RGS8-Gao reg 101 and Bim-Bcl-XL 0.
`COc1ccc(-c2ccc(-c3noc(-c4ccccc4F)n3)c(OC)n2)cc1` gave GSH bead fluor 20, RGS7-Gao reg 95, RGS4-Gao reg 98, Bim-Bcl-B 0, Bcl-W Bim block 1, Bfl-1 Bim block -8, Bcl-2 Bim block -1, ABCB1 block -0.1, ABCG2 block -1, RGS8-Gao reg 103 and Bim-Bcl-XL -11.
For N#CCSCC(=O)Nc1ccc(Br)cc1 the results were GSH bead fluor 23, RGS7-Gao reg 102, RGS4-Gao reg 102, Bim-Bcl-B -9, Bcl-W Bim block -5, Bfl-1 Bim block -1, Bcl-2 Bim block 0, ABCB1 block 0.5, ABCG2 block 3, RGS8-Gao reg 103 and Bim-Bcl-XL 0.
`CCOc1cc(C(=O)OCC(=O)NC(C)c2ccccc2)ccc1OCC(=O)N1CCOCC1` (configuration not stated) gave GSH bead fluor 24, RGS7-Gao reg 96, RGS4-Gao reg 95, Bim-Bcl-B -6, Bcl-W Bim block 0, Bfl-1 Bim block -4, Bcl-2 Bim block 0, ABCB1 block 0.2, ABCG2 block 1, RGS8-Gao reg 98 and Bim-Bcl-XL 0.
Screening C#CCOCCOCCOCCNc1nc(N2CCN(C(=O)C(Cc3ccc(O)cc3)n3cc(C(N)CC(C)C)nn3)CC2)nc(N2CCN(C(=O)C(Cc3cc4ccccc4[nH]3)n3cc(C(N)Cc4ccc(O)cc4)nn3)CC2)n1 (configuration not stated) returned GSH bead fluor 20, RGS7-Gao reg 93, RGS4-Gao reg 97, Bim-Bcl-B -15, Bcl-W Bim block -3, Bfl-1 Bim block -8, Bcl-2 Bim block -9, ABCB1 block -0.1, ABCG2 block -1, RGS8-Gao reg 103 and Bim-Bcl-XL -5.
CCOC(=O)C1CCN(CC(=O)N(CC(C)C)c2c(N)n(CC(C)C)c(=O)[nH]c2=O)CC1 was read as GSH bead fluor 12, RGS7-Gao reg 98, RGS4-Gao reg 103, Bim-Bcl-B 0, Bcl-W Bim block 2, Bfl-1 Bim block -3, Bcl-2 Bim block 0, ABCB1 block 0.6, ABCG2 block 2, RGS8-Gao reg 106 and Bim-Bcl-XL 2.
Screening CCCn1c(SCC(=O)N2c3ccccc3Sc3ccccc32)nc2c1c(=O)n(C)c(=O)n2C returned GSH bead fluor 27, RGS7-Gao reg 99, RGS4-Gao reg 101, Bim-Bcl-B -12, Bcl-W Bim block -2, Bfl-1 Bim block -15, Bcl-2 Bim block -5, ABCB1 block 19, ABCG2 block 43, RGS8-Gao reg 102 and Bim-Bcl-XL -8.
